# From PubChem
# M5 PAM – CHRM5 positive allosteric modulation; P08912; CHO-K1 hM5, Fluo-8 calcium, ACh EC20 PAM; 0% = ACh EC20, 100% = ACh EC100; activation, % at 3 µM; 0.3% of 360,000 active;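 active = activation above the run cutoff, the mean activation of all test compounds plus 3 SD, cut at about 18% in these data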
# Target sequence (P08912 whole entry, looked up): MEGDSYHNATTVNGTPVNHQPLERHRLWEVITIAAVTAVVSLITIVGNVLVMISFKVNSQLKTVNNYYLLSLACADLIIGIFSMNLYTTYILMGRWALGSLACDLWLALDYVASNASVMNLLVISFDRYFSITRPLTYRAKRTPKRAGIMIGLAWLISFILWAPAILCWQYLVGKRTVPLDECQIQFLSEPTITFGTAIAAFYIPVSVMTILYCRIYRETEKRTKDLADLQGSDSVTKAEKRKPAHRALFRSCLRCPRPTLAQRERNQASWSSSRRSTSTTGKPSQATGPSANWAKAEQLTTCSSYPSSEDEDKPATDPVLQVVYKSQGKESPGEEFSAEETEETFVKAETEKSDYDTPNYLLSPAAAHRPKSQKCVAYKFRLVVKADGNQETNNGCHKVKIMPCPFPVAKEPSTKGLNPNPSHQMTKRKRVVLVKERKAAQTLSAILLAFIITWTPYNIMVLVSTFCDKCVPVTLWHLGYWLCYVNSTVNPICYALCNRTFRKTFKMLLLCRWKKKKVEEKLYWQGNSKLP
#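 Test system: CHO-K1 hM5 cells / Doses: single-point, 3 µM nominal / Times: Post-acetylcholine fluorescence recording 140 s / Technique: Fluo-8 calcium fluorescence / Measure: Max/basal fluorescence ratio as % of EC20–EC100 ACh window / Benchmarks: low control EC20 acetylcholine (0%), high control EC100 acetylcholine (100%) / Replicates: one well per compound, no replicates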
# CHO-K1 Ca antag – M1 antagonist counterscreen hit in parental CHO-K1 cells; ATP-induced calcium, Fluo-8 fluorescence; inhibition, % at 3 µM; 0.6% of 360,000 active; AID 602250;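 active = inhibition above a per-plate cutoff, the plate's mean sample inhibition plus 3 SD, cut at about 24% in these data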;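 also: 0% = DMSO plus EC80 ATP and 100% = DMSO alone without ATP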
# CHRM4 antagonist – antagonists of human muscarinic M4 receptor (CHRM4); CHO-hM4 cells, ACh EC80, Fluo-8 calcium fluorescence; inhibition, % at 3 µM; 0.73% of 360,000 active; AID 624125;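 active = inhibition above its plate's cutoff, the mean inhibition of sample wells plus 3 SD, cut at about 27% in these data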;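 also: 0% = acetylcholine EC80 with DMSO and 100% = DMSO without agonist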
# Target sequence (P08173 whole entry, looked up): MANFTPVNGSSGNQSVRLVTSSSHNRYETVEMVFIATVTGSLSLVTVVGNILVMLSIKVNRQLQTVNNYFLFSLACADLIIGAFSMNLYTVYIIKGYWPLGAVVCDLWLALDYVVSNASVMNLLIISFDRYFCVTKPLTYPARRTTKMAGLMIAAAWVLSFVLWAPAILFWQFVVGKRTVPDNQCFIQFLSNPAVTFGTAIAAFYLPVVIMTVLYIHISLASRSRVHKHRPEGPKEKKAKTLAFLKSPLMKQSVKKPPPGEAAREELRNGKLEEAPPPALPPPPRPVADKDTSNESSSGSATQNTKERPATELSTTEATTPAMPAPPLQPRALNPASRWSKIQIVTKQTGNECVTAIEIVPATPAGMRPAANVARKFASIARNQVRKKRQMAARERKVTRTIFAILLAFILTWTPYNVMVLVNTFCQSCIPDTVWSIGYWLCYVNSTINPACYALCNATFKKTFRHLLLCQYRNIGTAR
# CHRM5 antagonist – antagonists of human muscarinic M5 receptor (CHRM5); CHO-hM5 cells, Fluo-8 calcium fluorescence, ACh EC80; inhibition, % at 3 µM; 0.59% of 360,000 active; AID 624040;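 active = inhibition above a per-plate cutoff, the mean of that plate's test compounds plus 3 SD, cut at about 27% in these data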;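 also: 0% = acetylcholine EC80 with DMSO and 100% = DMSO without agonist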
# M1 ag parental – nonselective activator or artifact in parental CHO-K1 cells. Fluo-8 calcium fluorescence; scaled to maximal ATP response, vehicle zero. AID 602248. activation, % at 3 µM. 0.48% of 360,000 active; in the data active = activation above about 15%;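 also: untransfected CHO-K1 host cells lacking M1 receptor as counterscreen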
# CHRM5 agonist – agonists of human muscarinic M5 receptor (CHRM5). CHO-K1 hM5 cells, Fluo-8 calcium fluorescence; 0% DMSO wells, 100% maximal acetylcholine response. activation, % at 3 µM. P08912. 0.19% of 360,000 active;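 active = activation above the run's mean over test compounds plus 3 SD, cut at about 23% in these data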;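 also: signal is peak over basal fluorescence ratio across the kinetic read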
# M4 ag – agonists of human muscarinic M4 receptor (CHRM4); P08173; CHO-K1 hM4/Gqi5, Fluo-8 calcium fluorescence; vehicle 0%, full acetylcholine response 100%; activation, % at 3 µM; AID 624127; 0.14% of 360,000 active;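 active = activation above the run mean over all test wells plus 3 SD, cut at about 32% in these data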;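 also: peak over basal fluorescence ratio per well then scaled between controls; 0% = DMSO wells and 100% = acetylcholine at EC100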
# CHO-K1 Ca PAM – nonselective activator or artifact in parental CHO-K1 calcium assay; AID 602247; 0.02% of 360,000 active; activation, % at 3 µM; ATP EC20, Fluo-8 calcium fluorescence; 0% at ATP EC20, 100% at ATP max;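 active = activation above the run cutoff, the mean activation of all test compounds plus 3 SD, cut at about 40% in these data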;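 also: peak over basal fluorescence ratio in a 140 s read after ATP addition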
# CHRM4 PAM – potentiates acetylcholine response at human M4 receptor. P08173. CHO-K1 hM4/Gqi5, Fluo-8 calcium fluorescence, ACh EC20; 0% = ACh EC20, 100% = maximal ACh. activation, % at 3 µM. 0.4% of 360,000 active;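 active = activation above its plate's cutoff, the mean activation of sample wells plus 3 SD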; also: some results filed as inactive read as strong as hits
# The depositor's hits bear a star; & = joins results of further samples.
1	Cc1cc(C)nc(Nc2n[nH]c(-c3ccccc3N)n2)n1
2	O=C(Nc1cccc2ncccc12)c1ccc(Br)c([N+](=O)[O-])c1
3	Cc1ccc(NC(=O)COC(=O)C2(c3ccc(Cl)cc3)CCCC2)cc1
4	COc1ncnc2c1oc1ccccc12
5	Cc1nc2sc(C(c3ccc(Cl)cc3)N3CCN(c4ccccc4F)CC3)c(O)n2n1 (configuration not stated)
6	Cc1noc(-c2ccccc2)c1NC(=O)Nc1ccc2nc([C@H]3C[C@H](O)[C@@H](CO)O3)[nH]c2c1
Assay by compound	1	2	3	4	5	6
M5 PAM	-4.0	-4.6	-12.8	0.3	-1.0	-2.8
CHO-K1 Ca antag	-13.4	-4.6	13.6	-11.5	20.8	-0.8
CHRM4 antagonist	0.2	3.4	11.4	-1.9	0.1	-7.0
CHRM5 antagonist	-5.0	-3.4	2.8	6.1	-1.5	2.3
M1 ag parental	0.0	2.9	2.7	0.6	-0.2	-0.2
CHRM5 agonist	1.6	2.5	-4.6	-2.2	-1.1	-1.1
M4 ag	1.4	4.2	8.2	1.0	0.0	0.3
CHO-K1 Ca PAM	2.3	8.8	11.2	20.9	-6.2	-1.7
CHRM4 PAM	-5.0	-5.2	-10.2	16.3	-3.5	3.2

7	O=C(O)c1nn(Cc2ncc(-c3cccc(Cl)c3)o2)c(=O)c2ccccc12
8	Cc1ccc2[nH]ccc(=O)c2c1
9	COc1ccc(N(CC(=O)NC2CCCCC2)C(=O)CCC(=O)Nc2nc(C)cs2)cc1
10	Clc1ccccc1OCCCOc1cccc2cccnc12
11	CC(=O)/C=C/c1ccc2ccccc2n1
12	COc1ccc(NC(=O)c2cc(S(=O)(=O)N3CCc4ccccc43)cn2C)cc1OC
Assay by compound	7	8	9	10	11	12
M5 PAM	-4.7	-22.5	2.9	6.1	-0.6	-0.6
CHO-K1 Ca antag	-11.0	10.2	-9.4	1.5	2.1	2.8
CHRM4 antagonist	-9.6	-4.1	0.9	2.0	9.9	-2.9
CHRM5 antagonist	16.6	12.6	7.6	-8.2	24.1	0.1
M1 ag parental	2.4	2.1	1.0	0.3	-0.2	0.1
CHRM5 agonist	-1.6	4.8	-0.3	0.1	0.9	-1.3
M4 ag	2.4	21.8	1.4	0.7	-0.2	1.9
CHO-K1 Ca PAM	-1.9	0.8	8.8	-0.9	8.3	-6.4
CHRM4 PAM	-0.4	-10.7	2.3	-5.5	3.8	-5.3

# Reprinted from the part before: two compounds; new compounds follow.
11	CC(=O)/C=C/c1ccc2ccccc2n1
12	COc1ccc(NC(=O)c2cc(S(=O)(=O)N3CCc4ccccc43)cn2C)cc1OC
13	COC(C(=O)Nc1ccc(S(=O)(=O)N2CCCCC2)cc1)c1ccccc1 (configuration not stated)
14	COc1ccc(OC)c(S(=O)(=O)NCC(=O)NC2CCCCCC2)c1
15	COC(=O)c1ccc(S(=O)(=O)N2C3CCC2CC(NC(=O)C2CC2)C3)cc1 (configuration not stated)
16	COc1ccc(NC(=S)N2CCC(C(=O)N3CCCCCC3)CC2)cc1
17	Cc1noc(NS(=O)(=O)c2ccc(NC(=O)C(C)C)cc2)c1C
18	CCc1ccc2[nH]c(=O)c(C(c3nnnn3Cc3ccco3)N3CCC(C)CC3)cc2c1 (configuration not stated)
Assay by compound	11	12	13	14	15	16	17	18
M5 PAM	-0.6	-0.6	-1.2	1.9	3.3	-5.1	11.2	4.8
CHO-K1 Ca antag	2.1	2.8	-7.0	-18.7	-21.4	-9.1	6.8	-7.4
CHRM4 antagonist	9.9	-2.9	-10.3	8.3	-12.5	-9.3	7.9	7.2
CHRM5 antagonist	24.1	0.1	-8.8	-3.5	-8.9	8.9	3.5	-7.2
M1 ag parental	-0.2	0.1	2.4	0.5	0.1	-0.1	-0.4	1.2
CHRM5 agonist	0.9	-1.3	4.4	1.7	-1.1	-0.1	5.8	-0.5
M4 ag	-0.2	1.9	5.7	0.0	10.2	0.3	0.1	-2.1
CHO-K1 Ca PAM	8.3	-6.4	12.7	2.9	6.4	-1.9	-12.5	27.7
CHRM4 PAM	3.8	-5.3	8.1	-3.6	11.2	-3.1	1.9	1.6

19	COc1ccc(NC(=O)c2cc(-c3cc(F)ccc3OCC3CCCO3)n[nH]2)c(C)c1 (configuration not stated)
20	O=C(N/N=C/c1ccsc1)c1cc(-c2cccs2)nc2ccccc12
21	COc1cc(/C=N/Nc2cc(C)nc(NS(=O)(=O)c3ccc(C)cc3)n2)ccc1O
22	CCCCOc1ncnc2c1[nH]c1ccc(F)cc12
23	COc1ccc(N(CC(=O)Nc2ccccc2C)S(=O)(=O)c2ccccc2[N+](=O)[O-])c(OC)c1
24	O=c1[nH]c2ccccc2cc1CN(Cc1cccnc1)S(=O)(=O)c1ccc([N+](=O)[O-])cc1
Assay by compound	19	20	21	22	23	24
M5 PAM	-6.5	-3.0	0.1	-12.0	-4.2	-8.7
CHO-K1 Ca antag	-11.8	-14.7	9.2	28.3*	1.8	-15.3
CHRM4 antagonist	-16.2	0.4	-3.2	22.2	-0.9	7.7
CHRM5 antagonist	-6.6	-5.5	-0.1	23.8	-7.2	18.1
M1 ag parental	1.3	4.0	-0.4	16.0*	1.6	4.2
CHRM5 agonist	-2.5	0.2	-4.6	2.6	-0.3	-3.2
M4 ag	6.8	-0.3	-1.4	12.7	3.8	11.2
CHO-K1 Ca PAM	4.9	35.9	-7.7	-0.8	13.5	-4.9
CHRM4 PAM	-4.4	0.2	-1.8	-14.5	-7.8	-2.8

25	O=C1c2ccccc2C(c2nnnn2Cc2ccccc2)N1Cc1cccs1 (configuration not stated)
26	C=CCOC(=O)C1=C(C)Nc2ncnn2C1c1cc(Br)ccc1F (configuration not stated)
27	CN(c1ccccc1C(=O)NCc1ccco1)S(C)(=O)=O
28	COc1cc(/C=C2/C(=N)N3OC(C)=CC3=NC2=O)ccc1OC(=O)c1ccco1
29	CCOc1ccc(C(=O)NC2CCN(C(=O)Nc3ccc(F)cc3)CC2)cc1
30	Cn1cnc([N+](=O)[O-])c1Cl
Assay by compound	25	26	27	28	29	30
M5 PAM	-9.5&-3.7	-6.1	3.4	-9.4	-0.3	-0.3
CHO-K1 Ca antag	-28.9&-2.2	-11.4	-15.7	-3.3	-10.7	17.1
CHRM4 antagonist	3.7&2.7	-5.8	8.8	-2.0	-8.0	5.5
CHRM5 antagonist	3.6&2.7	5.6	-4.3	6.7	3.3	9.3
M1 ag parental	2.0&1.0	0.0	0.6	0.5	1.1	-0.3
CHRM5 agonist	2.1&0.0	-4.8	-0.2	-1.1	0.8	1.8
M4 ag	1.9&1.3	0.3	0.8	0.2	0.5	-0.3
CHO-K1 Ca PAM	28.2&-0.1	9.9	22.0	15.0	18.9	-25.2
CHRM4 PAM	3.6&0.6	13.4	-6.5	-4.8	3.2	-4.6

# Part of the list above, reduced to CHRM4 PAM and CHO-K1 Ca PAM.
entry	molecule	CHRM4 PAM	CHO-K1 Ca PAM
15	COC(=O)c1ccc(S(=O)(=O)N2C3CCC2CC(NC(=O)C2CC2)C3)cc1 (configuration not stated)	11.2	6.4
16	COc1ccc(NC(=S)N2CCC(C(=O)N3CCCCCC3)CC2)cc1	-3.1	-1.9
17	Cc1noc(NS(=O)(=O)c2ccc(NC(=O)C(C)C)cc2)c1C	1.9	-12.5
18	CCc1ccc2[nH]c(=O)c(C(c3nnnn3Cc3ccco3)N3CCC(C)CC3)cc2c1 (configuration not stated)	1.6	27.7
19	COc1ccc(NC(=O)c2cc(-c3cc(F)ccc3OCC3CCCO3)n[nH]2)c(C)c1 (configuration not stated)	-4.4	4.9

# (cont.)
31	O=C(O)CCc1ccc(-c2ccccc2)n1-c1cccc(O)c1
32	O=C(COC(=O)c1cccs1)NCc1ccccc1
33	CC(=O)Nc1c(Cl)cnn(-c2ccccc2)c1=O
34	CCCCn1c(C)cc2cc(O)ccc21
35	O=[N+]([O-])c1cccc(/C=N/Nc2nc(NCc3ccccc3)nc(N3CCOCC3)n2)c1
36	Cc1ccn2c(-c3csc(NCc4ccccc4)n3)c(C)nc2c1
Assay by compound	31	32	33	34	35	36
M5 PAM	2.0	4.1	21.9*	0.1	-3.9	-17.8
CHO-K1 Ca antag	-9.4	-9.0	-9.5	-12.6	-19.2	25.1*
CHRM4 antagonist	-15.4	0.7	-12.8	-6.0	-6.6	16.9
CHRM5 antagonist	-2.3	-4.9	-10.7	0.6	5.6	18.4
M1 ag parental	0.4	0.3	1.1	1.1	0.5	4.9
CHRM5 agonist	-0.2	-4.0	-0.1	-3.8	-4.0	3.5
M4 ag	2.0	0.5	0.6	1.1	1.0	9.9
CHO-K1 Ca PAM	11.3	12.4	16.4	19.2	24.1	-5.7
CHRM4 PAM	7.2	1.9	-6.2	2.9	2.3	-5.0

37	NS(=O)(=O)c1ccc(CCNC(=O)COC(=O)c2cc([N+](=O)[O-])ccc2N2CCOCC2)cc1
38	CC(=O)N1CCN(c2ccc(NC(=O)c3ccc4c(c3)OCCO4)cc2Cl)CC1
39	Cc1ccc(S(=O)(=O)N2CCOCC2)cc1C(=O)OCC(=O)NCc1ccc2c(c1)OCO2
40	O=C(Nc1ccc(Br)cc1)c1cccc2c1C(=O)N(C1CCCCC1)C2
41	COc1cc(C(C)=O)ccc1OCC(=O)N1CCC(Cc2ccccc2)CC1
42	O=C(NCCCn1ccnc1)C(=O)NCC1OCCN1S(=O)(=O)c1ccc(Br)cc1 (configuration not stated)
Assay by compound	37	38	39	40	41	42
M5 PAM	-1.8	-2.6	-1.9	1.9	3.2	-7.6
CHO-K1 Ca antag	0.9	-6.7	-14.8	-11.2	-4.6	-4.6
CHRM4 antagonist	9.9	-4.3	-2.9	1.1	-9.3	-4.7
CHRM5 antagonist	6.2	7.4	4.0	-1.9	-0.8	17.0
M1 ag parental	0.0	3.2	1.4	0.3	3.2	0.5
CHRM5 agonist	-1.8	-2.3	2.1	-5.0	0.3	-2.8
M4 ag	0.2	9.3	5.3	0.5	8.9	1.4
CHO-K1 Ca PAM	5.4	-10.0	5.4	10.4	19.5	16.4
CHRM4 PAM	-7.0	-11.4	5.9	1.2	4.6	5.4

43	O=C(NCc1cccnc1)c1ccc(COc2ccc(Cl)cc2)cc1
44	COc1ccc(-c2csc(Cc3nnc4n3CCCCC4)n2)cc1
45	Cc1cc(/C=N/NC(=O)c2ccncc2)c(C)n1-c1ccccc1
46	COc1ccc(C2=NOC(CNC(=O)c3ccccc3Br)C2)c(OC)c1 (configuration not stated)
47	Cc1nn(-c2ccccc2)c(C)c1/C=N/NC(=O)CSc1nnc(SCc2cccc3ccccc23)s1
48	COc1ccc(-c2nc3c(n2O)CCC/C3=N\O)cc1
Assay by compound	43	44	45	46	47	48
M5 PAM	-12.7	-3.4	-3.1	-8.5	-5.6	2.0
CHO-K1 Ca antag	2.1	-9.1	-4.1	-7.8	3.2	-18.4
CHRM4 antagonist	5.7	5.4	-5.0	-7.7	3.9	6.6
CHRM5 antagonist	9.0	-2.5	-3.4	16.1	5.6	1.6
M1 ag parental	7.0	0.8	-0.2	2.8	2.1	0.5
CHRM5 agonist	2.8	2.5	1.7	-2.1	0.0	0.0
M4 ag	8.3	0.8	1.9	9.3	1.2	1.9
CHO-K1 Ca PAM	4.5	12.3	14.4	19.4	-0.8	14.7
CHRM4 PAM	-11.1	-3.2	4.1	-3.0	3.8	3.2
